esBAF inh: inhibitors of esBAF chromatin remodeling in mouse ES cells; reporter increase, % at 12.5 µM; Bmi1-luciferase knock-in reporter, 24 h; 100% = twice the neutral-well signal; AID 602393; hit rate 2% among 350,000; in the data active = activation above about 40%;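 also: 0% = median of the plate's neutral control wells and 100% = double that signal; a rise in the Bmi1 reporter signal indicates esBAF inhibition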
ERAP1 inh: inhibitors of human ERAP1 aminopeptidase | recombinant ERAP1, Leu-AMC fluorescence, 60 min | inhibition, % at 10.7 µM | hit rate 0.15% among 340,000;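 active = mean replicate inhibition of at least 30%, or all replicates individually reaching that 30% level; inactive = mean below 30% and not every replicate reaching it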;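 also: 0% = neutral control wells and 100% = L-leucinethiol positive control wells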
Target sequence (Q9NZ08 whole entry, looked up): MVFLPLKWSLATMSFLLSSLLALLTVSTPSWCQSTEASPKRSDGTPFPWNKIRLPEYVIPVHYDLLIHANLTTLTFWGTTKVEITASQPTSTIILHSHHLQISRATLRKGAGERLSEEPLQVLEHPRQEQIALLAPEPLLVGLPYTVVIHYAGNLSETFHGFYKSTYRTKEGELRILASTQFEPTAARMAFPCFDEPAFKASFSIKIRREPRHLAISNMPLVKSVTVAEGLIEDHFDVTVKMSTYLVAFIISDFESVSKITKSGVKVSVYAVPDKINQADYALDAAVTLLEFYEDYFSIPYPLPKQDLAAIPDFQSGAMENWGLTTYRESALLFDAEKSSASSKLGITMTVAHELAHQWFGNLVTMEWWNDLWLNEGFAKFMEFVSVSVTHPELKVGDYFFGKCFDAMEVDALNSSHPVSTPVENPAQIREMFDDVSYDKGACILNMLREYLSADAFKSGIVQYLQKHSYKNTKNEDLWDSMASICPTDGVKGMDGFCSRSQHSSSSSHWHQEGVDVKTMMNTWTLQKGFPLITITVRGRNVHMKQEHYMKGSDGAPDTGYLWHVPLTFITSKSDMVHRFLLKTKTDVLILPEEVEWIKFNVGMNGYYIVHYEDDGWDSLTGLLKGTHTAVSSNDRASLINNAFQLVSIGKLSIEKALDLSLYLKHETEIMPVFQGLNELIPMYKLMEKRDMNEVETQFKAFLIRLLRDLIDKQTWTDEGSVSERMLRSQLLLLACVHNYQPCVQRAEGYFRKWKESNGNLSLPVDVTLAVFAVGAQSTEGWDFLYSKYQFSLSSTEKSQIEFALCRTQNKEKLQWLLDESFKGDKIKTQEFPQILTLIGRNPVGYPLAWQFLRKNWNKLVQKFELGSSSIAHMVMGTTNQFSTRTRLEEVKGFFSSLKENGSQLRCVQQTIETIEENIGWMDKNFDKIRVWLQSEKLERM
RAD52 anneal inh: blocks human RAD52 DNA annealing. P43351. recombinant RAD52 DNA annealing, FRET fluorescence. inhibition, % at 18.7 µM. hit rate 0.46% among 360,000. AID 651710;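 active = every replicate showing at least 50% inhibition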
XiGFP reactiv: activators of X-chromosome reactivation in mouse fibroblasts; XiGFP mouse fibroblasts, % GFP-positive cells imaging, 3 d; cells co-treated with 5-aza-dC sensitizer; scaled so ellipticine positive control = 100%; activation, % at 7.58 µM; hit rate 0.055% among 360,000; AID 743238;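 active = mean normalized replicate activation at least 10% and every replicate at or above 10%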;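 also: 0% = median of on-plate neutral control wells and 100% = ellipticine 6 µM median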
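Assay system: SV40-immortalized XiGFP fibroblast cells, line 68-5-11; buffer or medium: DMEM plus 5-aza-dC sensitizer; compound: one concentration, pinned; timing: compounds 3 days, fix/stain 15 min at room temperature; benchmarks: positive control ellipticine, 6 µM final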
CFTR F508del cor: correctors of CFTR F508del function in bronchial epithelial cells; hit rate 0.36% among 350,000; CFBE cells, YFP halide quenching; stimulated with forskolin plus potentiator P3; % fluorescence drop versus neutral controls; activity (quench increase), % at 7.58 µM;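 active = mean added fluorescence quench of at least 8% versus neutral control, with both replicates also reaching 8%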;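 also: cells transiently co-express mutant CFTR-F508del with the halide-sensitive YFP; corrector assay measuring rescue of mutant channel to the surface after 24 h compound exposure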
GSIS activator: GLuc luminescence reporter in INS-1E cells, primary screen for activators of glucose-dependent secretion of insulin; INS-1E GLuc reporter insulin secretion, 2-3 h; activation, % at 16.6 µM; hit rate 0.61% among 370,000; AID 743287;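 active = lowest replicate activation of at least 40%, so every replicate reaches that level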;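 also: 0% = median of neutral control wells and 100% = median of IBMX positive control wells; some compounds called inactive have numbers as strong as hits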
RAD54 inh: inhibitors of human RAD54 branch migration; RAD54 Holliday junction branch migration, FAM/BHQ fluorescence; inhibition, % at 10.4 µM; hit rate 0.14% among 360,000; AID 602329;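 active = mean normalized replicate activity at least 40 and at least half of replicates scoring 40 or more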;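 also: 0% = median of neutral control wells and 100% = median of positive control wells; inhibitors cause a drop in the FAM fluorescence signal; in these data hits start at about 50%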
ARNT-TACC3 inh: disruptors of human ARNT/TACC3 interaction | Q9Y6A5 | AlphaScreen His-ARNT PAS-B/GST-TACC3 binding, luminescence; TACC3 fragment carries E629A point mutation | inhibition, % at 9.99 µM | hit rate 0.66% among 390,000 | AID 623870;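 active = mean inhibition of replicates at least 50% and at least half of replicates each reaching 50%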;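 also: 0% = complete ARNT plus TACC3 wells and 100% = ARNT alone without TACC3; many hits fall short of the cut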
* hit, by the source's call; . = no result given. Outcome played no part in choosing rows; any-hit rate near 3.3%.

no.	mol	CFTR F508del cor	ERAP1 inh	RAD52 anneal inh	esBAF inh	XiGFP reactiv	RAD54 inh	ARNT-TACC3 inh	GSIS activator
1	CCC(C)Oc1ccccc1C1CC(=O)NC2=C1C(=O)CCC2 (centres undefined)	.	.	.	9	.	-2	-3	-1
2	O=C(Nc1cccc(F)c1)N1CC(=O)N2[C@H](CO)[C@@H](c3ccc(Br)cc3)[C@H]2C1	0.0	3	12	.	0.1	.	.	-13
3	O=C(Cn1cnc2c(nnn2Cc2ccc(Cl)cc2)c1=O)N1CCN(c2ccccc2)CC1	3.0	1	-22	6	0.2	-1	1	.
4	O=C(NCCC1=CCCCC1)C1CCCN(S(=O)(=O)c2cnc[nH]2)C1 (centres undefined)	2.9	2	-6	2	-0.3	-5	-2	3
5	CCCNC(=O)[C@H]1[C@H](CO)[C@H]2Cn3c(cccc3=O)[C@@H]1N2CCC(F)(F)F	.	0	12	2	0.2	13	-7	13
6	N#C[C@@H]1[C@@H](c2ccc(C3=CCCC3)cc2)[C@@H](CO)N1C(=O)NC1CCCC1	-0.7	3	-23	0	-0.1	-1	8	8
7	CC1=CC(C)C2(CO)COC(c3cccnc3)C1C2C (centres undefined)	0.6	-4	-6	.	0.6	.	.	-3
8	COc1ccccc1-c1cc2nc(NCc3cccc(Cl)c3)ccn2n1	0.8	-5	8	-5	0.1	-2	.	-12
9	CC(O)c1nc2ccccc2n1CCCCOc1ccccc1 (centres undefined)	-0.7	2	1	-9	0.0	-2	1	-10
10	Cc1ccc(-c2nc(CNC(=O)c3cc(C)on3)cs2)cc1	-0.2	-3	-5	.	0.0	-7	0	3
11	COC(=O)c1ccc(C(=O)N(C)C2CCCN(Cc3ccccc3F)C2)nc1 (centres undefined)	-0.6	3	4	1	0.3	4	1	2
12	C[C@@H]1CN([C@@H](C)CO)C(=O)c2cc(NC(=O)c3ccncc3)ccc2O[C@@H]1CN(C)C(=O)Nc1ccccc1	2.3	-2	-12	0	0.1	-8	6	11
13	OC[C@@H]1[C@@H](c2ccc(C#Cc3cccnc3)cc2)[C@@H]2CN(Cc3ccccc3F)CCCCN12	1.6	-3	25	-1	0.1	-1	-3	-13
14	COc1cc(/C=C2/C(=O)NN(c3cccc(F)c3)C2=O)ccc1OC(=O)c1ccco1	.	0	-13	.	-0.2	8	7	-9
15	COc1ccc(NS(=O)(=O)c2c(C(=O)N3CCCCCC3)c(C)n(C)c2C)cc1OC	1.3	0	2	-2	0.0	2	1	-2
16	C[C@@H]1CN([C@@H](C)CO)C(=O)c2cccc(NC(=O)C3CCCCC3)c2O[C@H]1CN(C)S(=O)(=O)c1ccccc1	-2.2	3	14	2	-0.1	-1	2	-4
17	COc1cc(C2C3=C(CC(C)(C)CC3=O)Nc3c2c(=O)[nH]c(=O)n3Cc2ccccc2)ccc1O (centres undefined)	.	.	.	.	0.0	4	-9	9
18	COc1ccc(N(CC(=O)N2CC=C(c3ccccc3)CC2)S(=O)(=O)c2c(C)noc2C)cc1	-1.5	3	-15	14	0.6	2	-3	-14
19	CCCCOc1ccc(N2C(=O)CC(N(CCc3ccccc3)C(=O)/C=C/C(=O)O)C2=O)cc1 (centres undefined)	.	.	.	-8	0.0	0	1	3
20	O=C(CCCCCN1C(=O)c2ccccc2C1=O)NCc1ccco1	.	.	.	0	.	4	1	35

In the list so far, these contain a Cl atom.
no.	mol	CFTR F508del cor	ERAP1 inh	RAD52 anneal inh	esBAF inh	XiGFP reactiv	RAD54 inh	ARNT-TACC3 inh	GSIS activator
3	O=C(Cn1cnc2c(nnn2Cc2ccc(Cl)cc2)c1=O)N1CCN(c2ccccc2)CC1	3.0	1	-22	6	0.2	-1	1	.
8	COc1ccccc1-c1cc2nc(NCc3cccc(Cl)c3)ccn2n1	0.8	-5	8	-5	0.1	-2	.	-12

Other compounds follow.
no.	mol	CFTR F508del cor	ERAP1 inh	RAD52 anneal inh	esBAF inh	XiGFP reactiv	RAD54 inh	ARNT-TACC3 inh	GSIS activator
21	CCOc1ccc(CCNC(=O)/C=C/c2ccco2)cc1OCC	2.0	-2	-26	2	-0.2	-12	.	18
22	CN(Cc1cc(=O)n2ccsc2n1)C1CCCCC1	0.6	1	-16	.	0.1	.	8	-2
23	COc1ccc(C(=O)OC(C)C(=O)NC2CCCc3ccccc32)cc1OC (centres undefined)	0.0	-5	-7	0	0.1	2	-8	16
24	Cc1ccc(S(=O)(=O)N(C)C[C@H]2Oc3ccc(NC(=O)C4CCCCC4)cc3CC(=O)N([C@@H](C)CO)C[C@H]2C)cc1	-1.4	3	-2	11	-0.4	0	-9	-14
25	COc1ccc(-n2nc([N+](=O)[O-])c(=NCc3ccc4c(c3)OCO4)n2O)cc1	-1.0	-4	-64	.	0.0	-10	2	3
26	O=C(Nc1cccc(F)c1)N1CCCCN2[C@H](CO)[C@H](c3ccc(C#Cc4ccccc4)cc3)[C@H]2C1	7.3	-6	-3	.	-0.1	4	-1	-18
27	Cc1cccc(C(=O)OCC(=O)N(CC(C)C)c2c(N)n(Cc3ccccc3)c(=O)[nH]c2=O)c1C	-0.4	-1	-3	-8	-0.1	3	-7	9
28	CCOc1ccc(CCNC(=O)COC(=O)c2[nH]c(C)c(C(C)=O)c2C)cc1OCC	-1.6	0	-14	.	0.0	.	.	.
29	CC(C)NC(=O)Nc1ccc2c(c1)CC(=O)N([C@@H](C)CO)C[C@@H](C)[C@@H](CN(C)Cc1ccc(C(=O)Nc3ccccc3N)cc1)O2	-1.9	0	6	.	0.7	.	.	30
30	Cc1cccc(Nc2nc(-c3ccncc3)cs2)c1	-2.7	-2	-11	.	0.0	.	0	1
31	CCOc1ccc(C2C(C(=O)c3cccs3)=C(O)C(=O)N2Cc2cccnc2)cc1OC (centres undefined)	1.7	5	3	.	0.3	.	-6	0
32	CC(=O)c1c(C)[nH]c(C(=O)OCc2nc3ccsc3c(=O)[nH]2)c1C	-1.7	2	-21	28	0.4	12	8	9
33	CCS(=O)(=O)N1CCN(CC2CC3C=CC2C3)CC1 (centres undefined)	.	.	.	0	.	9	20	4
34	OC(CCCN1CCC(O)(c2ccc(Cl)cc2)CC1)c1ccc(F)cc1 (centres undefined)	3.3	-6	-4	-19	0.0	6	-2	-9
35	O=C(Nc1ccc([N+](=O)[O-])cc1)C1(c2ccccc2)CCOCC1	.	0	-8	.	-0.1	.	-1	.
36	CSCCC(=O)N1CCC(n2nccc2NC(=O)c2ccc3c(c2)OCO3)CC1	-2.2	-2	2	61*	0.1	-7	5	-3
37	S=C(NCC1CCCO1)N1CCN(c2cccc(Cl)c2)CC1 (centres undefined)	1.6	-1	-14	.	-1.2	.	14	-39
38	C[C@@H]1CCCCO[C@H](CN(C)C(=O)Cc2ccccc2)[C@@H](C)CN([C@H](C)CO)C(=O)c2cc(NC(=O)Nc3ccc4c(c3)OCO4)ccc2O1	-1.5	-3	7	0	-1.2	3	3	1
39	Cc1ccc(S(=O)(=O)N(C)C[C@H]2OCCCC[C@@H](C)Oc3ccc(NC(=O)CCCCCC(=O)Nc4ccccc4N)cc3C(=O)N([C@H](C)CO)C[C@@H]2C)cc1	1.3	-2	-18	.	0.1	.	.	8
40	CCOc1ccc2c(c1)C(N(CCN1CCOCC1)C(=S)Nc1ccccc1OC)CC(C)(C)O2 (centres undefined)	2.0	2	-4	-2	0.0	.	-8	-6
41	C[C@H]1CN([C@@H](C)CO)C(=O)c2cccc(NC(=O)NC3CCCCC3)c2O[C@H]1CN(C)C(=O)Nc1cccc2ccccc12	1.3	6	-13	3	-0.7	8	26	-3
42	CSc1nsc(SCC(=O)Nc2ccc(C(N)=O)cc2)n1	2.9	-5	-11	.	0.0	7	1	26
43	CCC(=O)N1[C@@H](CO)[C@@H]2c3ccccc3N(S(=O)(=O)c3ccccc3C)C[C@@H]21	1.6	3	-3	-2	0.4	-10	-2	12
44	COc1ccc(NC(=O)COc2coc(CN3CCCc4ccccc43)cc2=O)cc1	3.2	0	-5	.	0.1	-4	.	12
45	O=C(COC(=O)c1ccc(Br)cc1)NCc1ccccc1	.	.	.	.	0.2	-6	-3	-15
46	CC(=O)NC(c1ccccc1)c1nc(-c2ccc3ccccc3c2)cs1 (centres undefined)	1.1	-1	5	4	-0.1	-9	.	-1
47	Cc1cc(C)nc(NC(=O)CSc2nn(-c3ccccc3)c(=S)s2)n1	-1.0	1	-7	.	0.0	-10	-4	.
48	O=C1/C(=C/Nc2cccc([N+](=O)[O-])c2)CCc2ccccc21	.	.	.	.	0.3	4	4	-43
49	O=c1[nH]c(=O)n(CCOc2ccc(Cl)cc2)cc1Br	.	.	.	4	.	-5	-4	-6
50	COc1cc(-c2noc(CCCC(=O)NCc3ccccc3)n2)cc(OC)c1OC	.	.	.	1	.	6	-4	-5
51	Cc1cccc(N(C(=O)CNC(=O)c2ccco2)C(C(=O)NC2CCCC2)c2ccncc2)c1C (centres undefined)	-1.5	2	-14	-3	0.2	-14	-6	-14
52	Fc1ccc(NC(=S)Nc2cccc3ccccc23)cc1	-3.0	-2	1	29	0.0	6	20	3
53	Cc1cc(C)cc(NC(=O)CN2CCc3cc4c(cc3C2C)OCCCO4)c1 (centres undefined)	-2.1	-1	-18	1	0.1	-17	30	-24
54	Cc1noc(C)c1NC(=O)N(C)C[C@H]1Oc2ccc(NC(=O)Nc3ccc(F)cc3)cc2C(=O)N([C@@H](C)CO)C[C@H]1C	1.1	0	-1	-1	-0.1	2	-10	12
55	COc1ccc(S(=O)(=O)N2c3ccc(F)cc3CCC2C)cc1 (centres undefined)	.	3	4	.	2.9	-3	-1	-32
56	CC(=O)N1CCCN(C(=O)c2ccc3nc(Cc4ccccc4F)oc3c2)CC1	-0.2	-8	-11	7	-0.1	5	-9	.
57	COc1cccc(NC(=S)N(CCN(C)C)C(C)c2cccnc2)c1 (centres undefined)	1.7	-1	-15	0	0.1	-1	-3	3
58	Cc1noc(C)c1S(=O)(=O)Nc1ccc2c(c1)C(=O)N([C@H](C)CO)C[C@H](C)[C@@H](CN(C)S(=O)(=O)c1ccc(Cl)cc1)OCCCC[C@H](C)O2	-2.0	-1	-42	-4	-0.1	9	-3	-5
59	C[C@@]12C(=O)Nc3ccc(Cl)cc3C(=O)N1[C@H]1c3cc(Cl)ccc3OC[C@@H]1[C@@H]2c1ccccc1	-1.2	1	-15	-2	0.0	-13	-2	.
60	COCCn1nnnc1C(CC(C)C)N1CCN(c2nc3ccccc3s2)CC1 (centres undefined)	0.5	1	-1	.	0.3	.	-9	10

From PubChem
